Screening results from PubChem.
CendR NRP1 mod: modulators of CendR peptide binding to NRP-1, primary screen, biochemical, fluorescence polarization, uHTS; Neuropilin-1 (Homo sapiens), O14786; FAM-RPARPAR peptide binding to NRP-1; inhibition, % at 25 µM; hit rate 0.85% among 360,000; AID 602438, 2012;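 active = inhibition or corrected inhibition above about 18%, plus a signal ratio from 0.5 to 1.5, limit read from the data, passing the limit was not always enough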; note: strong numbers were not always called active
Rin1-Abl PPI inh: inhibitors of Rin1-Abl protein binding, primary screen, biochemical, TR-FRET; Tyrosine-protein kinase ABL1 (Homo sapiens) + Ras and Rab interactor 1 (Homo sapiens), …; inhibition, % at 7.35 µM; hit rate 0.4% among 360,000; AID 588664, 2011; in the data active = inhibition above about 5%, passing the limit was not always enough
FAS TE block: FAS thioesterase domain inhibitors, primary screen, biochemical, fluorescence intensity, uHTS | AID 602261, 2012 | inhibition, % at 15 µM | recombinant FAS-TE, OMFH fluorogenic substrate, fluorescence endpoint | hit rate 0.67% among 360,000;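 active = compounds whose normalised, plate-corrected inhibition of enzyme fluorescence in the single-dose primary screen is 50% or more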;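 note: 0% = DMSO with enzyme and 100% = substrate without enzyme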
bovine MsrA act: bovine MsrA enzyme activators, primary screen, biochemical, absorbance, HTS | Methionine sulfoxide reductase A (Bos taurus) | hit rate 0.3% among 360,000 | purified bovine MsrA, absorbance read-out | AID 602163, 2012 | activation, % at 10.6 µM; in the data active = activation above about 7.5%;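 note: 0% = vehicle and 100% = reference activator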
PABP1 MLLE inh: inhibitors of PABP1 MLLE–PAM2 peptide binding, primary screen, biochemical, fluorescence polarization, FITC-PAM2, GST-MLLE; inhibition, % at 20 µM; hit rate 0.36% among 360,000; in the data active = inhibition above about 35%, passing the limit was not always enough;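 note: plate controls were DMSO wells with GST-MLLE for no effect and wells lacking GST-MLLE protein for full effect; some results filed as inactive read as strong as hits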
E coli Lon inh: inhibitors of E. coli Lon protease, primary screen, biochemical, fluorescence polarization. AID 602123, 2011. P0A9M0. purified E. coli Lon protease. inhibition, % at 7.94 µM. hit rate 0.42% among 360,000; in the data active = inhibition above about 13%, passing the limit was not always enough;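 note: 0% = enzyme with probe and DMSO and 100% = no enzyme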
MT1-MMP act inh: blockers of MT1-MMP proenzyme processing, primary screen, HT1080 RFP-PRO-GFP cells, GFP/RFP fluorescence; GFP/RFP ratio fluorescence, overnight; percent of plate control window, DMSO zero; GFP/RFP ratio change, % at 20 µM; hit rate 0.061% among 360,000;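 active = GFP/RFP ratio change of at least 30% with cell ATP level not reduced by more than half and red fluorescence within 50% of control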; note: strong numbers were not always called active
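Test system: HT1080 RFP-PRO-GFP cells; Benchmarks: DMSO and RFP-L50D-GFP cell wells; Timing: cells overnight before dosing, compound overnight, 37 °C, 5% CO2; Compound: one 20 µM compound dose with 1% DMSO; Read-out: GFP/RFP fluorescence ratio.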
Neddyl block: inhibitors of cullin neddylation, primary screen, biochemical, TR-FRET, uHTS, NAE and Ubc12. calls only at 25 µM. hit rate 0.58% among 360,000. AID 651699, 2012; in the data active = inhibition above about 36%
SKN-1 block: suppressors of acrylamide-induced Pgst-4::GFP reporter in worms, primary screen, SKN-1 inhibitor project, whole organism, uHTS, GFP/RFP fluorescence ratio, strain VP596. C. elegans VP596 Pgst-4::GFP/RFP ratio, 24 h. inhibition, % at 21.8 µM. hit rate 0.49% among 360,000;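 active = interference check ratio from 0.5 to 1.5 plus GFP to RFP signal ratio inhibition reaching or exceeding a fixed threshold, cut at about 30% in these data, passing the limit was not always enough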; note: some compounds called inactive have numbers as strong as hits
Active calls of the source: *; i = inactive.

1. CCOC(=O)Cc1csc(NC(=O)COc2ccc(OC)cc2)n1
2. COC(=O)c1c(NC(=O)CSc2nnc(Cn3nnc4ccccc43)n2C)sc(C)c1C
3. COc1ccc(C(=O)CSc2nnc(Cc3ccccc3)o2)cc1
4. Nc1ccn([C@@H]2O[C@H](C(=O)N[C@H](COC=O)Cc3ccccc3)[C@@H](O)[C@H]2O)c(=O)n1
5. O=S(=O)(NCc1cccnc1)c1cccs1
6. CCOC(=O)c1c(C)[nH]c(N=Nc2ccccc2C)c1C
7. Cc1nc2cc(NS(=O)(=O)c3cccc(F)c3)ccc2s1
8. c1ccc(-c2cnc(CSc3ncnc4sccc34)o2)cc1

Assay by compound,1,2,3,4,5,6,7,8
CendR NRP1 mod,-7,2,-12,-1,-11,15,-4,-3
Rin1-Abl PPI inh,-3,-1,-2,1,-4,-3,2,2
FAS TE block,-3,2,-4,-18,-13,24,-6,16
bovine MsrA act,-2,-1,-2,-2,-10,-10,-3,2
PABP1 MLLE inh,-1,2,-27,0,-6,-9,4,9
E coli Lon inh,-2,-7,0,1,-5,-3,0,1
MT1-MMP act inh,1,-1,2,4,3,4,2,-3
Neddyl block,i,i,i,i,i,i,i,i
SKN-1 block,9,6,7,20,2,10,-1,33

9. Nc1n[nH]c(-c2cccc([N+](=O)[O-])c2)n1
10. Cc1ccsc1/C=C1\CCc2ccccc2C1=O
11. FC(F)(F)c1ccccc1NC(=S)N1CCc2ccccc2C1
12. COc1cccc(NC(=O)C(C)Oc2ccccc2)c1 (configuration not stated)
13. O=S(=O)(Cc1ccc(Cl)cc1)N1CCN(Cc2ccc3c(c2)OCO3)CC1
14. CC[C@@]1(C(=O)OC)N[C@H](CN(C)C(=O)Nc2ccc(C(F)(F)F)cc2)[C@@H]2C(=O)N(Cc3ccccc3)C(=O)[C@@H]21
15. N#Cc1nc(COc2ccccc2)oc1N1CCCCCC1
16. COc1ccc(CN(C)C(=O)c2cc(-c3ccccc3)nc3ccc(C)cc23)c(OC)c1

Assay by compound,9,10,11,12,13,14,15,16
CendR NRP1 mod,1,-11,4,5,-2,-6,6,-8
Rin1-Abl PPI inh,2,0,4,3,-3,-6,-1,0
FAS TE block,-12,13,0,2,2,-2,18,32
bovine MsrA act,0,-7,-4,-9,-3,-1,-3,0
PABP1 MLLE inh,4,7,-35,-29,3,10,2,7
E coli Lon inh,0,-16,-10,2,3,6,-7,-14
MT1-MMP act inh,1,-2,3,0,1,-2,-3,-5
Neddyl block,i,i,i,i,i,i,i,i
SKN-1 block,-9,4,-4,51*,2,11,1,3

17. c1ccc(CSc2cc3ccccc3[nH]2)cc1
18. Cc1nc2sc3c(NCc4ccco4)ncnc3c2c2c1COC(C)(C)C2
19. CN(c1ccc(C(=O)NCCSCc2c(F)cccc2Cl)cc1)S(C)(=O)=O
20. O=C(NCCc1ccccc1)C1CCCN(S(=O)(=O)c2cccc3nonc23)C1 (configuration not stated)
21. COc1ccc(CCNC(=O)c2ccc(COc3ccccc3OC)o2)cc1
22. Cc1ccc(NC(=O)N2CCc3ccccc3C2)c(C)c1
23. O=C(Nc1cccc(C(F)(F)F)c1)C1(c2ccccc2)CC1
24. O=C(CCNS(=O)(=O)c1ccc2c(c1)CCC(=O)N2)Nc1ccc2c(c1)OCCO2

Assay by compound,17,18,19,20,21,22,23,24
CendR NRP1 mod,6,-4,0,0,0,-2,-4,8
Rin1-Abl PPI inh,-5,2,0,0,4,-2,3,-2
FAS TE block,18,3,1,-2,0,3,10,-4
bovine MsrA act,1,-1,7,-3,-12,-1,-5,0
PABP1 MLLE inh,-7,-18,6,-11,-4,-12,-9,6
E coli Lon inh,-5,1,-8,8,8,8,-4,-2
MT1-MMP act inh,-2,-10,5,2,1,-4,1,3
Neddyl block,i,i,i,i,i,i,i,i
SKN-1 block,28,13,4,1,9,3,8,-1

A draw from above in order of length of the SMILES, high to low:
14. CC[C@@]1(C(=O)OC)N[C@H](CN(C)C(=O)Nc2ccc(C(F)(F)F)cc2)[C@@H]2C(=O)N(Cc3ccccc3)C(=O)[C@@H]21
4. Nc1ccn([C@@H]2O[C@H](C(=O)N[C@H](COC=O)Cc3ccccc3)[C@@H](O)[C@H]2O)c(=O)n1
24. O=C(CCNS(=O)(=O)c1ccc2c(c1)CCC(=O)N2)Nc1ccc2c(c1)OCCO2
2. COC(=O)c1c(NC(=O)CSc2nnc(Cn3nnc4ccccc43)n2C)sc(C)c1C
20. O=C(NCCc1ccccc1)C1CCCN(S(=O)(=O)c2cccc3nonc23)C1 (configuration not stated)
18. Cc1nc2sc3c(NCc4ccco4)ncnc3c2c2c1COC(C)(C)C2
23. O=C(Nc1cccc(C(F)(F)F)c1)C1(c2ccccc2)CC1
1. CCOC(=O)Cc1csc(NC(=O)COc2ccc(OC)cc2)n1
3. COc1ccc(C(=O)CSc2nnc(Cc3ccccc3)o2)cc1
6. CCOC(=O)c1c(C)[nH]c(N=Nc2ccccc2C)c1C

Assay by compound,14,4,24,2,20,18,23,1,3,6
CendR NRP1 mod,-6,-1,8,2,0,-4,-4,-7,-12,15
Rin1-Abl PPI inh,-6,1,-2,-1,0,2,3,-3,-2,-3
FAS TE block,-2,-18,-4,2,-2,3,10,-3,-4,24
bovine MsrA act,-1,-2,0,-1,-3,-1,-5,-2,-2,-10
PABP1 MLLE inh,10,0,6,2,-11,-18,-9,-1,-27,-9
E coli Lon inh,6,1,-2,-7,8,1,-4,-2,0,-3
MT1-MMP act inh,-2,4,3,-1,2,-10,1,1,2,4
Neddyl block,i,i,i,i,i,i,i,i,i,i
SKN-1 block,11,20,-1,6,1,13,8,9,7,10

8. c1ccc(-c2cnc(CSc3ncnc4sccc34)o2)cc1
22. Cc1ccc(NC(=O)N2CCc3ccccc3C2)c(C)c1
15. N#Cc1nc(COc2ccccc2)oc1N1CCCCCC1
17. c1ccc(CSc2cc3ccccc3[nH]2)cc1
5. O=S(=O)(NCc1cccnc1)c1cccs1

Assay by compound,8,22,15,17,5
CendR NRP1 mod,-3,-2,6,6,-11
Rin1-Abl PPI inh,2,-2,-1,-5,-4
FAS TE block,16,3,18,18,-13
bovine MsrA act,2,-1,-3,1,-10
PABP1 MLLE inh,9,-12,2,-7,-6
E coli Lon inh,1,8,-7,-5,-5
MT1-MMP act inh,-3,-4,-3,-2,3
Neddyl block,i,i,i,i,i
SKN-1 block,33,3,1,28,2

(list continues)
25. COC(=O)c1sc(NC(=O)c2ccc([N+](=O)[O-])o2)c(C#N)c1C
26. Cc1ccc(C(=O)N2CCCC2(C)C(=O)NCC(C)C)cc1F (configuration not stated)
27. O=C(Nc1ccc2c(c1)OCCO2)c1ccc(Br)cc1
28. CC(C)c1ccc(-n2cnn(-c3ncccc3[N+](=O)[O-])c2=O)cc1
29. COc1ccc(Nc2nc(C)nc3c2nnn3Cc2ccccc2Cl)c(OC)c1
30. CC(C)c1nnc(NC(=O)c2nc(S(=O)(=O)Cc3ccc(F)cc3)ncc2Cl)s1
31. COc1ccc(NC(=O)c2cc(-c3ccco3)on2)cc1
32. CCOc1ccc(N2CC(C(=O)Nc3nnc(Cc4ccc(OC)c(OC)c4)s3)CC2=O)cc1 (configuration not stated)

Assay by compound,25,26,27,28,29,30,31,32
CendR NRP1 mod,-2,6,8,-4,-10,8,-10,11
Rin1-Abl PPI inh,-2,-1,-1,-1,-2,-2,0,1
FAS TE block,32,-14,5,5,-2,4,-4,5
bovine MsrA act,-6,-7,-9,-3,-1,-3,-3,-1
PABP1 MLLE inh,14,10,3,-3,-20,27,-5,-1
E coli Lon inh,1,0,6,-1,-1,-1,-2,-9
MT1-MMP act inh,4,0,5,0,-2,1,3,0
Neddyl block,i,i,i,i,i,i,i,i
SKN-1 block,6,-12,-15,6,4,6,16,1

33. CN(C)CCCn1c(SCC(=O)Nc2nc(-c3cccc(Br)c3)cs2)nc2ccccc2c1=O
34. CCN(CC)CCSC(=O)C(c1ccccc1)c1ccccc1
35. O=C(/C=C/c1ccccc1)NNc1ccc(Cl)cc1
36. NC(=S)N=Nc1c(O)n(Cc2ccc(F)cc2)c2ccccc12
37. COCCNC(=O)C1CCCN(Cc2cccc(C#N)c2)CC1 (configuration not stated)
38. CCC(C)[C@H](NC(=O)[C@@H]1CSC2c3ccccc3C(=O)N21)C(=O)NCC1CCCO1 (some centres not stated)
39. COc1ccc(C(C)(O)c2nc(-c3cccc(F)c3)cs2)cc1 (configuration not stated)
40. O=C(NCc1ccc(F)cc1)c1cc(C2CCCN(C(=O)c3ccc4c(c3)CCO4)C2)on1 (configuration not stated)

Assay by compound,33,34,35,36,37,38,39,40
CendR NRP1 mod,12,-1,12,2,0,1,19,-10
Rin1-Abl PPI inh,-1,-2,2,0,-2,0,-2,-1
FAS TE block,-44,-1,-3,-3,-9,-3,19,-3
bovine MsrA act,-2,-6,-2,-3,-2,-1,1,1
PABP1 MLLE inh,-3,47*,12,-9,-7,18,-3,23
E coli Lon inh,-1,2,3,-2,2,6,0,1
MT1-MMP act inh,-4,2,-2,11,0,-3,-8,-3
Neddyl block,i,i,i,i,i,i,i,i
SKN-1 block,8,-2,4,-1,14,17,5,10

41. COc1cccc(CNC(=O)c2nnn(CC(=O)Nc3cc(Cl)ccc3C)c2N)c1
42. O=C1CCC(CCc2nc3ccccc3[nH]2)(c2ccccc2)C(=O)N1 (configuration not stated)
43. S=c1[nH]nc(-c2cccs2)n1C1CCCCC1
44. NS(=O)(=O)c1cc(C(=O)OCC(=O)NNC(=O)c2ccccc2)ccc1Cl
45. O=C(c1cc2ccccc2oc1=O)N1CCN(S(=O)(=O)c2ccccc2)CC1
46. CCOc1ccc(N(CC(=O)Nc2ccc(C)c(Cl)c2)S(C)(=O)=O)cc1
47. CCN(C(=O)COC(=O)C1=COCCO1)c1c(N)n(Cc2ccccc2)c(=O)[nH]c1=O
48. COc1cccc(C(=O)NCc2ccc3c(c2)cc(C)n3C)c1

Assay by compound,41,42,43,44,45,46,47,48
CendR NRP1 mod,-17,-10,6,10,7,-6,3,21
Rin1-Abl PPI inh,3,0,-1,0,0,1,2,-10
FAS TE block,-8,-6,0,-2,-4,17,-9,-2
bovine MsrA act,-8,0,5,-4,-2,-3,-3,-5
PABP1 MLLE inh,-3,-2,22,-6,4,0,-16,75
E coli Lon inh,-9,0,-1,-9,-3,-8,-5,31*
MT1-MMP act inh,-3,-1,0,-1,0,4,1,31
Neddyl block,i,i,i,i,i,i,i,i
SKN-1 block,-16,8,12,13,0,12,1,50

49. Cc1ccc(-c2[nH]c3cc(C(N)=O)ccc3c(=O)c2O)cc1
50. Cn1ncc(C#N)c1NC(=O)c1cc(-c2ccccc2Cl)on1
51. CCc1nnc(NS(=O)(=O)c2ccc(N3C(=O)C4CC=C(Cl)CC4C3=O)cc2)s1 (configuration not stated)
52. COc1ccc(C(=O)c2ccc3oc(-c4ccc(OC)cc4)c(-c4ccc(O)cc4)c3c2)cc1

Assay by compound,49,50,51,52
CendR NRP1 mod,13,-17,-3,7
Rin1-Abl PPI inh,5,-2,4,3
FAS TE block,-13,-2,-8,18
bovine MsrA act,4,0,2,0
PABP1 MLLE inh,1,-15,3,8
E coli Lon inh,76*,5,-4,-1
MT1-MMP act inh,-14,-1,3,-7
Neddyl block,i,i,i,i
SKN-1 block,-6,0,-29,-2
